# GLS inhibitor: qHTS for Inhibitors of Glutaminase (GLS) | Glutaminase kidney isoform, mitochondrial (Homo sapiens), O94925 | hit rate 0.21% among 410,000 | GLS enzymatic activity, qHTS titration | Potency, µM (top dose mostly 45.5 µM), for the others: at the highest dose activity change, negative = inhibition, most hits filed as inhibitors | AID 624170, 2012; note: % is set by controls: 0 for no effect and ±100 for the full control effect
#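 Assay buffer: 45 mM KH2PO4 pH 8.2, 0.02% Tween-20. hKGA acts on L-glutamine (1 mM solution added); product glutamate is reported by an oxidase/peroxidase Amplex Red coupling, with fluorescence taken at baseline and 30 min.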
# G9a block: qHTS Assay for Inhibitors of Histone Lysine Methyltransferase G9a. G9a H3K9 monomethylation, AlphaScreen, 2 h. hit rate 8.8% among 350,000. Histone-lysine N-methyltransferase EHMT2 (Homo sapiens), Q96KQ7. AID 504332, 2011. Potency, µM (doses to about 102 µM), inactives show top-dose activity, negative = inhibition, hits mostly inhibitors; note: % is set by controls: 0 for no effect and ±100 for the full control effect; nearly all actives have a fitted effect of over 75% in size
#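 Quantitative HTS format: methyltransferase activity on a biotin-tagged H3K9 peptide is measured by AlphaScreen, using a rabbit anti-monomethyl-H3K9 antibody with streptavidin donor and anti-IgG acceptor beads. Final levels are 20 nM enzyme, 500 nM peptide, 20 uM SAM; 2 h RT.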
# JMJD2A Tudor: qHTS Assay for Inhibitors of JMJD2A-Tudor Domain. hit rate 4.4% among 390,000. Lysine-specific demethylase 4A (Homo sapiens), O75164. AlphaScreen JMJD2A-Tudor / H3K4me3 peptide binding. AID 504339, 2011. Potency, µM (highest dose often 114 µM), for the others: top-dose activity change, negative = inhibition, actives largely listed as inhibitors; note: % is set by controls: 0 for no effect and ±100 for the full control effect; nearly all actives have a fitted effect of over 50% in size
# Pin1 inh: qHTS Assay to Find Inhibitors of Pin1; Potency, µM (titrated, usually from 115 µM), for the others: top-dose activity, negative = inhibition, most hits filed as inhibitors; Peptidyl-prolyl cis-trans isomerase NIMA-interacting 1 (Homo sapiens), Q13526; hit rate 0.009% among 390,000; Pin1 FP peptide displacement, HiFluor488, 10 min; active = well fitted inhibition curve with a large enough effect in the polarisation, with a control signal flat, not every such curve was filed as active; inconclusive = small, poorly fitted or top-dose-only effect, or effect the other way, or a change in a side signal; inactive = no such curve, though single readings can be large or run the other way; the % refers to the polarisation; note: % is set by controls: 0 for no effect and ±100 for the full control effect
# Tb PGK inh: qHTS Assay to Find Inhibitors of Phosphoglycerate Kinase; hit rate 0.043% among 380,000; PGK/GAPDH coupled, Kinase-Glo luminescence, 60 min; Potency, µM (titrated, usually from 57.5 µM), without a hit: top-dose activity change, negative = inhibition, actives largely listed as inhibitors; Phosphoglycerate kinase, glycosomal (Trypanosoma brucei brucei), P07378; note: % is set by controls: 0 for no effect and ±100 for the full control effect; nearly all actives have a fitted effect of over 60% in size
#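 Recombinant glycosomal PGK reaction used 1,3-bisphosphoglycerate generated in-well by GAPDH (100nM final) in 100mM TEA pH 7.6, 5mM MgCl2, 0.01% Tween-20. After 60 minutes at room temperature, ATP was read by Kinase-Glo Plus luminescence end-point.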
# HP1b chromo inh: HTS for Inhibitors of HP1-beta Chromodomain Interactions with Methylated Histone Tails; hit rate 0.56% among 390,000; Potency, µM (series often up to 114 µM), inactives show at the highest dose activity change, negative = inhibition, hits mostly inhibitors; AID 540317, 2011; AlphaScreen HP1-beta / biotin-H3K9me3 peptide binding; note: nearly all actives have a fitted effect of over 70% in size; inactives centre near 23
#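 AlphaScreen: HP1-beta (50 nM) preformed 30 min with biotin-H3(1-18)K9me3 peptide (50 nM) in PBS pH 7.4, 0.01% Tween-20. Compound added for 30 min at RT, then streptavidin donor/nickel chelate acceptor beads (10 ug/mL) for 30 min.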
# BAZ2B block: qHTS Assay for Inhibitors of BAZ2B; AlphaScreen BAZ2B-H3K14Ac peptide displacement; hit rate 4.4% among 360,000; Potency, µM (series often up to 114 µM), without a hit: top-dose activity change, negative = inhibition, hits mostly inhibitors; note: % is set by controls: 0 for no effect and ±100 for the full control effect; nearly all actives have a fitted effect of over 60% in size
#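 BAZ2B (50 nM) with biotin-H3(5-23)K14Ac peptide (50 nM) in PBS pH 7.4, 0.01% Tween-20, preformed 30 min, then compound 30 min at room temperature; top concentration 110uM. AlphaScreen streptavidin donor/nickel chelate acceptor beads (10 ug/mL final), 20 min dark, signal read.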
# BLM inh: qHTS Assay for Inhibitors of Bloom's syndrome helicase (BLM). RecQ-like DNA helicase BLM (Homo sapiens), P54132. recombinant BLM DNA unwinding, fluorescence dequenching. Potency, µM (top dose mostly 56.1 µM), for the others: at the highest dose activity change, negative = inhibition, usual class: inhibitors. hit rate 0.2% among 350,000. AID 2528, 2010;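 note: plate controls were vehicle for no effect and no enzyme for full effect; nearly all actives have a fitted effect of over 35% in size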
# Target sequence (P54132 whole entry, looked up): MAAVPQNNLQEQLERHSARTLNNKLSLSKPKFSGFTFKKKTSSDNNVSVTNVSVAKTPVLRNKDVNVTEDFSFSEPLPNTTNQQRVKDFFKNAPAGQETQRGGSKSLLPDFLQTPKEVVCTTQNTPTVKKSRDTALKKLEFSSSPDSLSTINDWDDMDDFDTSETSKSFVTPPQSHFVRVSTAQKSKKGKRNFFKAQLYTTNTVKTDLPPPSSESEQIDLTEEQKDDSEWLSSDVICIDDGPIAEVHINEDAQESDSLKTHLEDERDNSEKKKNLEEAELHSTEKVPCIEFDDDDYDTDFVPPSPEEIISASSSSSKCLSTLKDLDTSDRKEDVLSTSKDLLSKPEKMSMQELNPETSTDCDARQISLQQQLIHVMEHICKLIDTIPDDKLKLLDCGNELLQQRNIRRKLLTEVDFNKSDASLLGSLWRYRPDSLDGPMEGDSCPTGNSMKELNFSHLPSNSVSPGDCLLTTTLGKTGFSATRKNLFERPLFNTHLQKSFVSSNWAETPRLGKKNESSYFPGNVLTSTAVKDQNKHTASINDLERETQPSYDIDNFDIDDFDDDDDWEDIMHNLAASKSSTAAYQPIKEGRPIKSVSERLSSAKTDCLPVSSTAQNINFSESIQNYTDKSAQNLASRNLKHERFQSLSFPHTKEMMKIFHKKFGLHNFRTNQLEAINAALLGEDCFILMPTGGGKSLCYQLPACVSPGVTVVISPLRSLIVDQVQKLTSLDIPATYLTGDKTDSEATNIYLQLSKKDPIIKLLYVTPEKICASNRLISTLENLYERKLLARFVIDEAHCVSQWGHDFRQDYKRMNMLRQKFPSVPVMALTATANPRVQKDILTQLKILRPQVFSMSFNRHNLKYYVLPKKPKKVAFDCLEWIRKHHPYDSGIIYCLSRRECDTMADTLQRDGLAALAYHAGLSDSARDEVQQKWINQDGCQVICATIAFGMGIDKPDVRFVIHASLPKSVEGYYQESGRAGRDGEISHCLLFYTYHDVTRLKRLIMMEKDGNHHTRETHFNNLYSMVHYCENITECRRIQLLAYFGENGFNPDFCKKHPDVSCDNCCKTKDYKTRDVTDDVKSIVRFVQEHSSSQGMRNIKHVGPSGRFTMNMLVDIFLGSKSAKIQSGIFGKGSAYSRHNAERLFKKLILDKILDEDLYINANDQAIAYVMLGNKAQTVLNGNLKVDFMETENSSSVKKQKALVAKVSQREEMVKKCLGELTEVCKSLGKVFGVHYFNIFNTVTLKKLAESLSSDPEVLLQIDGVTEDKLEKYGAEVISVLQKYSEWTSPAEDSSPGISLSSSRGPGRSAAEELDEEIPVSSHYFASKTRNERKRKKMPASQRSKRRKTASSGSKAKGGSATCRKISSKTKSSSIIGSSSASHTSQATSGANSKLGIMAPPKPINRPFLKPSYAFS
# POLI inh: qHTS for Inhibitors of Polymerase Iota; DNA polymerase iota (Homo sapiens), Q9UNA4; AID 588590, 2011; hit rate 1% among 390,000; Pol iota fluorescent replication assay, 10 min; Potency, µM (highest dose often 115 µM), for the others: at the top dose activity, negative = inhibition, most hits filed as inhibitors
#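 Pol iota at 10 nM preincubated 15 min with compounds at room temperature; reaction started with fluorescent substrate, 50 nM final. Fluorescence read kinetically at 0 and 10 min; buffer-only wells as negative control.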
# * marks the source's active call; other numbers are inactive results; i = inactive; ? = inconclusive; nt = not tested or not shown; & = joins results of further samples; [ ] = another dose, or the depositor's remark. Unless noted, calls come from the whole dose curve; as a rule, active = well fitted curve in the direction sought with a large enough effect; inconclusive = small, poorly fitted or top-dose-only effect, or another doubt; inactive = no such curve, though single readings can be large; an effect the other way counts as inactive or inconclusive. Potency is the fitted concentration of half-maximal effect. These rows are one share of the data; rates above refer to the full screens.
GLS inhibitor	G9a block	JMJD2A Tudor	Pin1 inh	Tb PGK inh	HP1b chromo inh	BAZ2B block	BLM inh	POLI inh	canonical_smiles
-2%	-22%	-5%	-6%	-3%	29%	-20%	-1%	82%[activator]	CCOC(=O)c1ccc(S(=O)(=O)N2CCN(C(C)=O)CC2)cc1
-9%	81%[activator][12.7 µM]	-13%	-2%	-2%	36%[activator]	2%	-1%	23%	COC(=O)C1=C(NC(=O)c2ccc(C)c(C)c2)CCS1
-7%	18%	-4%	4%	-1%	15%[57 µM]	nt	-1%	16%	CCN(CC(=O)NCc1cccs1)S(=O)(=O)c1ccc(NC(C)=O)cc1
-6%	2.5µM*	0.79µM*	0%	i	31%	-19%	-2%	-18%	S=c1[nH]c(-c2ccccc2)cn1/N=C/c1cccnc1
1%	-2%[0.501 µM]	-7%	0%	6%	28%	-4%	nt	18%	O=C(NCCC1CCCCN1S(=O)(=O)c1ccccc1)C(=O)NC1CCCC1 (centres undefined)
5%	?	7.1µM*	-4%	3%	10%	-4%	1%	7%	O=C(NCc1n[nH]c(=S)n1-c1ccccc1)c1ccc(S(=O)(=O)N2CCOCC2)cc1
9%	14%[59 µM]	-12%	1%	5%	10%	1%	-2%	19%	CCOC(=O)c1cc(C(=O)NN)c(C)nc1C
16%	-9%[59 µM]	-10%	0%	-4%	26%	1%	-5%	12%	Cc1ccc(NC(=O)COc2ccc(C3SCCS3)cc2)cc1
0%	7%	?	2%	-8%	?	11%	1%	54%	Cc1ccc2nc(SCc3cn4cccnc4n3)[nH]c2c1
-2%	2%[59 µM]	-7%	-2%	i	10%	7%	-9%	3%	COc1ccc(C)cc1S(=O)(=O)NCCc1ccccc1
15%	-7%	?	63%[activator]	-1%	18%	-37%	-6%	39%[activator]	CCOC(=O)c1ccc(NC(=O)CC2S/C(=N/N=C3/NC(=O)CS3)NC2=O)cc1 (centres undefined)
-2%	14%[59 µM]	-15%[57.1 µM]	2%	-8%	-5%	12%	1%	12%	Cc1ccc(C(=O)N/C(=C\c2ccccc2)C(=O)NCC2CCCO2)cc1 (centres undefined)
?	-4%	-17%	-2%	-2%	21%	?	-7%	-3%	O=C(CCn1ccnc1)Nc1cc(Cl)ccc1O
-8%	66%[activator][59 µM]	-3%	0%	-6%	-5%	1%	2%	-7%	Cc1ccc2c(c1)cc1c(=O)[nH]ncn12
-14%	-17%	-16%	-4%	0%	17%	0%	nt	-5%	COc1ccc(S(=O)(=O)N2CCc3ccccc32)cc1C(=O)N1CCOCC1
1%	1%[59 µM]	-4%	8%	i	12%	0%	1%	-3%	Cc1ccc(NS(=O)(=O)c2cc(Br)cc3c2N(C(=O)C2CC2)CC3)cc1C
14%	-4%[59 µM]	-15%	2%	i	-6%	-1%	3%	33%[activator]	COc1ccc(-n2c(=O)cc(N3CCc4ccccc43)[nH]c2=O)cc1
-14%	10%[0.0925 µM]	-11%	9%	-9%	27%	?	-9%	4%	Cc1nc2c(C(=O)NCc3ccc4c(c3)OCO4)cnn2c(C)c1Cc1ccc(F)cc1Cl
4%	-6%	-2%	-4%	5%	24%	-4%	nt	9%	O=C(COC(=O)COc1cccc(C(F)(F)F)c1)NC1CCS(=O)(=O)C1 (centres undefined)
5%	nt	-13%	1%	-1%	30%	-3%	-6%	8%	CCOC(=O)C1CSC(CC(=O)Nc2ccc(OC(F)(F)F)cc2)C(=O)N1 (centres undefined)
0%	40µM*	-31%	38%[activator]	0%	-24%	?	-1%	?	C/C(=N\N1C(=O)CSC1=S)c1ccc(Br)cc1
-6%	-17%[59 µM]	-23%	-11%	i	9%	-22%	0%	-9%	O=C(NCc1ccccc1)c1nnc(Cc2cccc(F)c2)o1
?	-12%	35µM*	-6%	1%	18%	-2%	4%	?	CCOC(=O)c1c(CN(C)C)n(C)c2c(O)c(N=NC(N)=O)c3ccc(Br)cc3c12
-6%	17%[2.33 µM]	8%	-10%	-15%	74%[activator]	2%	-3%	?	CCCC(C(=O)c1ccccc1)n1cncn1 (centres undefined)
-15%	11%	-1%	-1%	-8%	36%	-1%	2%	25%	O=C(c1ccc(-c2nnc(-c3ccccc3)o2)cc1)N1CCCCCC1
-3%	-7%[2.33 µM]	42%[activator]	-8%	-9%	86%[activator]	31%	nt	-5%&3%	CN(c1ccccc1)S(=O)(=O)c1ccccc1Br
5%	?	-23%	-1%	-1%	10%	-37%	-3%	9%	O=C(CSc1nnnn1C1CC2CCC1C2)Nc1ccnc2ccccc12 (centres undefined)
7%	?	-8%	1%	6%	26%	-11%	nt	1%	O=C(NCCC(=O)N1CCN(Cc2c(F)cccc2Cl)CC1)c1ccc(Cl)cc1
7%	14%[59 µM]	1%	1%	i	35%	-8%	-10%	19%	CCCc1cc(NC(=O)CCl)n(-c2ccccc2)n1
3%	?	-23%	-1%	0%	1%	0%	-2%	52%[activator]	CC(C)(C)C(=O)NC(=S)NNC(=O)c1ccc(Cl)cc1Cl
28%	-4%[2.33 µM]	40µM*	nt	-4%	-38%	40µM*	-5%	?	O=C(O)/C(CC(=O)c1ccc(Cl)cc1)=N/Nc1ccc([N+](=O)[O-])cc1[N+](=O)[O-]
0%	-5%	-23%	-5%	i	4%	-31%	-4%	-2%	CCOC(=O)N1CCN(S(=O)(=O)c2cc([N+](=O)[O-])c(C)cc2C)CC1
3%	3%[12.7 µM]	-7%	-6%	-1%	29%	-2%	-1%	21%	O=c1c2ccccc2nnn1CSc1ncnc2ccccc12
3%	4%	6%	-1%	-1%	42%[activator]	0%	0%	5%	COc1cc(/C=C(/NC(=O)c2ccccc2Cl)C(=O)O)cc(OC)c1OC
2%	-27%	-17%	-3%	-7%	-2%	-36%	1%	65%[activator]	O=C(NNC(=O)c1ccccc1[N+](=O)[O-])c1ccco1
8%	-5%[59 µM]	-12%	35%[activator]	1%	16%	-6%	1%	21%	COc1ccccc1C(=O)NCC(=O)OCC(=O)c1ccc2c(c1)-c1ccccc1C2
-6%	-3%	-24%	-9%	2%	15%	?	-6%	5%	Clc1cccc(Nc2nc(-c3cccnc3)cs2)c1
1%	34%[12.7 µM]	104%[activator]	-2%	-4%	211%[activator]	165%[activator]	nt	22%	CCOC(=O)c1ccccc1NC(=O)COC(=O)CCC1CCCC1
-2%	-32%	-6%	2%	-9%	38%	5%	2%	17%	CN(CC(=O)N1CCN(Cc2ccccc2)CC1)S(=O)(=O)c1cccc2nsnc12
-13%	-41%[59 µM]	-28%	?	-10%	-6%	?	-17%	?	Cc1cc(=O)oc2c(CN3CCC(C)CC3)c(O)c(Cl)cc12
6%	-2%	-25%	-2%	i	10%	-23%	-5%	-2%	NS(=O)(=O)c1ccc(CCNC(=O)COC(=O)CC(c2ccccc2)c2ccccc2)cc1

# Filtered by structure, the compounds so far with four or more nitrogen atoms
GLS inhibitor	G9a block	JMJD2A Tudor	Pin1 inh	Tb PGK inh	HP1b chromo inh	BAZ2B block	BLM inh	POLI inh	canonical_smiles
-6%	2.5µM*	0.79µM*	0%	i	31%	-19%	-2%	-18%	S=c1[nH]c(-c2ccccc2)cn1/N=C/c1cccnc1
5%	?	7.1µM*	-4%	3%	10%	-4%	1%	7%	O=C(NCc1n[nH]c(=S)n1-c1ccccc1)c1ccc(S(=O)(=O)N2CCOCC2)cc1
0%	7%	?	2%	-8%	?	11%	1%	54%	Cc1ccc2nc(SCc3cn4cccnc4n3)[nH]c2c1
15%	-7%	?	63%[activator]	-1%	18%	-37%	-6%	39%[activator]	CCOC(=O)c1ccc(NC(=O)CC2S/C(=N/N=C3/NC(=O)CS3)NC2=O)cc1 (centres undefined)
-14%	10%[0.0925 µM]	-11%	9%	-9%	27%	?	-9%	4%	Cc1nc2c(C(=O)NCc3ccc4c(c3)OCO4)cnn2c(C)c1Cc1ccc(F)cc1Cl
?	-12%	35µM*	-6%	1%	18%	-2%	4%	?	CCOC(=O)c1c(CN(C)C)n(C)c2c(O)c(N=NC(N)=O)c3ccc(Br)cc3c12
5%	?	-23%	-1%	-1%	10%	-37%	-3%	9%	O=C(CSc1nnnn1C1CC2CCC1C2)Nc1ccnc2ccccc12 (centres undefined)
28%	-4%[2.33 µM]	40µM*	nt	-4%	-38%	40µM*	-5%	?	O=C(O)/C(CC(=O)c1ccc(Cl)cc1)=N/Nc1ccc([N+](=O)[O-])cc1[N+](=O)[O-]
3%	3%[12.7 µM]	-7%	-6%	-1%	29%	-2%	-1%	21%	O=c1c2ccccc2nnn1CSc1ncnc2ccccc12
-2%	-32%	-6%	2%	-9%	38%	5%	2%	17%	CN(CC(=O)N1CCN(Cc2ccccc2)CC1)S(=O)(=O)c1cccc2nsnc12

# Source: PubChem
